# TAG inh: reduces triacylglycerol accumulation in H9c2 cells; Nile Red lipid (TAG) fluorescence; cells loaded with 200 µM oleic acid; 0.66% of 230,000 active; AID 651582; inhibition, % at 12.5 µM;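 active = pattern-corrected inhibition of lipid staining of at least 50% with the nuclear-stain viability signal not falling by more than 50%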;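 note: 0% = DMSO wells and 100% = triacsin C control wells; some results filed as inactive read as strong as hits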
# TAG inh DAPI viability: recorded beside TAG inh, whose call it bears; DAPI nuclei signal change (viability), lower = more cytotoxic, %;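 whole-well DAPI fluorescence read on a plate reader as a viability signal; minus 50 percent equals half of cells still viable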
# The depositor's hits bear a star; & = joins results of further samples.
SMILES,TAG inh,TAG inh DAPI viability
COc1cccc(NC(=O)[C@H](C)NC(=O)C2CCN(S(=O)(=O)c3ccc(C)cc3)CC2)c1,-6,13
CC1=CCC2C(=O)N(c3cccc(C(=O)Nc4ccc(Cl)cc4)c3)C(=O)C2C1 (stereo unspecified),4,3
CC(=O)CCSc1ncnc2sc(-c3ccccc3)cc12,-3,1
CCCNS(=O)(=O)c1ccc(CCC(=O)N2CCC(C)CC2)cc1,24,-15
N#Cc1ccc(-c2csc(NC3=NCCCCC3)n2)cc1,-12,26
COc1ccccc1CNC(=O)C1CCCN1S(=O)(=O)c1cccc2cccnc12 (stereo unspecified),-7,5
CCCCCCCOc1ccc(C2CC(=O)N(C)C2=O)cc1 (stereo unspecified),-7,4
COc1ccc(OC)c(N2Cc3ccccc3C2)c1,5,16
Cc1cccc(Nc2ncnc(N)c2[N+](=O)[O-])n1,3,2
CC(C)(C)c1ccc(C(=O)NC(=S)N2CCCC2)cc1,-15,2
CCn1nccc1C(=O)Nc1ccc(Cl)c(Cl)c1,26,-3
O=C(NCc1ccccc1F)C1CCCN1C(=O)NC1CCCCC1 (stereo unspecified),-5,16
COCCn1c(C)cc(C(=O)CSc2nnc3ccccn23)c1C,9,5
COc1ccccc1CN1CCC(n2nccc2NC(=O)CCOc2ccccc2)CC1,12,-1
O=C(NCc1ccco1)c1cccc2c1C(=O)c1ccc(N3CCC(N4CCCCC4)CC3)cc1S2(=O)=O,-2,-4
CC(C)CCCCCCCCCCCCC(=O)NCC(=O)NC1C(O)C(O)C(Nc2ncnc3nc[nH]c23)OC1C(O)CO (stereo unspecified),85*,-46*
CC(=O)NS(=O)(=O)c1ccc(NC(=O)c2ccc(S(=O)(=O)N3CCCC3)cc2)cc1,10,-6
CC1/C(=C\c2ccc(Cl)cc2)C(=O)C2CC1C2(C)C (stereo unspecified),-8,15
Cc1cc(C(=O)NNc2ccc(C)c(C)c2)no1,-7,3
CCc1ccc(NC(=O)c2n[nH]c(=O)c3ccccc23)cc1,11,-9
O=C(CSc1ccc(F)cc1)Nc1ccc(Br)cc1,-13,-14
O=C(O)c1ccc(COc2ccc([N+](=O)[O-])cc2Cl)cc1,-1,4
CCc1cc(Br)ccc1N1C(=O)C2CC=CCC2C1=O (stereo unspecified),9,-5
CCOc1ccc(Cl)cc1-c1cc(C(=O)Nc2ccc(C(C)C)cc2)[nH]n1,-1,17
Cc1ccc(S(=O)(=O)N2CCCCC2)cc1NC(=O)CCN1C(=O)C2CC=CCC2C1=O (stereo unspecified),13,-4
CC(C)CSc1n[nH]c(N)n1,2,1
CCOC(=O)c1c(C)[nH]c(C(=O)OCC(=O)NCc2ccc(C)cc2)c1C,138,-83
CCOC(=O)Cc1csc(NC(=O)COc2ccc3c(c2)CCC3)n1,-19,-3
CCOC(=O)c1c(-c2ccc(C)cc2)csc1/N=C(\C)C1=C(O)c2ccccc2C1=O,-1,-8
CC(C)CNC(=O)NC(=O)COc1ccc(C=O)cc1,14,-7

# Structures listed so far containing an aryl thioether with sulfur outside any ring (4):
SMILES,TAG inh,TAG inh DAPI viability
CC(=O)CCSc1ncnc2sc(-c3ccccc3)cc12,-3,1
COCCn1c(C)cc(C(=O)CSc2nnc3ccccn23)c1C,9,5
O=C(CSc1ccc(F)cc1)Nc1ccc(Br)cc1,-13,-14
CC(C)CSc1n[nH]c(N)n1,2,1

# More entries.
SMILES,TAG inh,TAG inh DAPI viability
CCOC(=O)c1c(-c2cccs2)csc1NC(=O)CN1CC(C)OC(C)C1 (stereo unspecified),7,1
CC(NS(=O)(=O)c1ccc(Cl)c(Cl)c1)C(=O)OCC(=O)Nc1ccc2c(c1)OCO2 (stereo unspecified),-9,3
O=C(O)CN1C(=O)C2C3CC(C2C1=O)C1C(c2ccc(Cl)cc2)c2sc(=O)[nH]c2SC31 (stereo unspecified),2,-6
Cc1cc(Br)ccc1OCCCCN1CCCCC1,-16,28
CC(=O)N1CCN(C(=O)CCC(=O)O)CC1,6,6
CN1CCN(S(=O)(=O)Cc2ccccc2Cl)CC1,0,-4
CCN(c1ccccc1)S(=O)(=O)c1ccc(NN)nc1,6,-17
CCCCN(C)CCCNC(=O)CS(=O)Cc1nc(-c2ccc(OC)c(OC)c2)oc1C (stereo unspecified),10,-2
Cn1cc(-c2coc3c(C(=O)Nc4ccccc4)cccc23)cn1,11,-25
CC(C)(C)OC(=O)C1=C(CO)CS[C@@H]2[C@H](NC(=O)Cc3ccccc3)C(=O)N12,11,0
O=S(=O)(c1ccc(-c2ccon2)s1)N1CCN(c2ccccn2)CC1,-8,12
COc1cc(OC)cc(-c2nc3nc(C)c(CCC(=O)O)c(C)n3n2)c1,-16,7
CC(=O)c1sc(C(=O)O)c(-c2ccco2)c1-c1ccco1,0,1
C[C@H](CO)N1C[C@H](C)[C@@H](CN(C)S(=O)(=O)c2cn(C)cn2)Oc2ccc(NS(=O)(=O)c3ccccc3)cc2C1=O,-25,5
O=c1c2ccccc2ncn1Cc1ccc2c(c1)OCO2,-13,0
Cc1cc(C)nc(SCC(=O)N(C)CC(=O)Nc2ccccc2Br)n1,-14,7
O=C1[C@H]2[C@H](C=CC[C@H]2C(=O)N2CCN(c3ccccc3)CC2)CCN1Cc1ccccc1,-4,-5
Cc1cc(C)nc(Nc2n[nH]c(C)n2)n1,6,-4
Cc1cc(O)c(C(=O)Cc2csc(C)n2)c(O)c1,-14,0
C=CC[C@@H](CC(=O)OC(C)(C)C)C(=O)OC[C@@H]1CCCN1C(=O)[C@@H](CC=C)CC(=O)N(CCO)Cc1ccccc1,22,-4
COc1ccc(N2C(=O)CSC(c3ccccc3)C2=O)cc1 (stereo unspecified),2,-1
COc1ccc(N(CC(=O)NCCc2ccc(Cl)cc2)S(=O)(=O)c2c(C)[nH]c(=O)[nH]c2=O)cc1,-5,3
O=C1NC(Cc2ccc(O)cc2)c2nc3cc(Cl)ccc3c(=O)n2-c2cc(Cl)ccc21 (stereo unspecified),21,-6
O=[N+]([O-])c1cccc(-c2cn3ccccc3n2)c1,-14,-5
O=C(NCc1ccco1)Nc1ccccc1Cl,-4,1
CCc1nc2c(OCc3ccc(C(F)(F)F)cc3)cccn2c1N(C)C(=O)C1CC1,5,-18
O=C(Nc1cc(C(F)(F)F)ccc1N1CCOCC1)c1ccncc1,23,-7
O=C(Nc1ccc(C(=O)N2CCOCC2)cc1)c1cc(-c2cccnc2)nc2ccc(Cl)cc12,-75,-7
C[C@@H]1CN([C@H](C)CO)C(=O)CCCn2cc(nn2)CO[C@H]1CN(C)C(=O)c1cc(-c2ccccc2)on1,-16,3
Cc1cc(C)cc(NC(=O)CCN2CCCC2)c1,0,5
CCCn1c(SCC(=O)N2c3ccccc3Sc3ccccc32)nc2ccccc21,-27,4
CCOc1ccccc1NC(=O)CN(c1cc(C)cc(C)c1)S(=O)(=O)c1c(C)noc1C,-8,0
CC(=O)OC[C@H]1O[C@@H](n2ccc(=O)[nH]c2=S)C(OC(C)=O)C1OC(C)=O (stereo partly specified),8,-1
O=C1C2CC=CCC2C(=O)N1c1nccs1 (stereo unspecified),3,-4
Cc1ccc(S(=O)(=O)N/N=C\c2ccc([N+](=O)[O-])o2)cc1C,9,-7
COc1ccc(CC2(CO)CCN(S(=O)(=O)N(C)C)CC2)cc1,-12,20
O=C(O)Cn1cnc2c(=S)nc[nH]c21,-5,1
Cn1c(=O)c2c(nc(Sc3ncnn3CC(=O)NC(C)(C)C)n2C)n(C)c1=O,-3,9
Cn1cnnc1SCc1cccc(Br)c1,-6,2
COc1ccccc1NCC(=O)NNC(C)C(=O)Nc1cccc(Cl)c1 (stereo unspecified),0,9
CCC(C)C(=O)Nc1nc(C)c(-c2csc(Nc3cc(Cl)ccc3OC)n2)s1 (stereo unspecified),-9,13
CCOc1cccc2sc(N(CCN(C)C)C(=O)c3ccc4c(c3)OCCO4)nc12,10,6
O=C(NC(C(=O)N1CCCC1C(=O)O)=C1CCCCC1)c1ccccc1 (stereo unspecified),-12,7
C[C@H](NC(=O)c1ccccc1Cl)C(=O)OCC(=O)NNC(=O)c1cccs1,-4,-8
Cc1cccc(C(=O)Nc2nnc(COc3ccccc3)s2)c1,3,0
O=C1c2ccccc2C(=O)c2c(/C=C/N3CCCCC3)ccnc21,-17,-12
CC(=O)c1ccc(S(=O)(=O)N(C)CCCC(=O)N2CCN(c3ncccn3)CC2)cc1,-1,1
CCCCN(C(=O)c1cccc2c(=O)c(C)c(-c3ccccc3)oc12)c1ccccc1,0,-15
Cc1ccc(NC(=O)NCc2cccnc2)cc1Cl,-8,-3
O=C(O)c1ccc2c(c1)C(=O)N(c1cccc(S(=O)(=O)Nc3cccc(C(F)(F)F)c3)c1)C2=O,1,0
# The list continues:
SMILES,TAG inh,TAG inh DAPI viability
COc1ccccc1OCCn1c(=O)n(C)c2ccccc21,-11,1
O=C(Nc1cccc(S(=O)(=O)N2CCOCC2)c1)C1CCCN(C(=O)c2ccc(Cl)cc2)C1 (stereo unspecified),-5,-5
C[C@H]1CN([C@@H](C)CO)C(=O)CCCn2cc(nn2)CO[C@@H]1CN(C)C(=O)CCC(F)(F)F,-11,4
Cc1ccc(S(=O)(=O)N(C)CCCC(=O)Nc2ccc(F)cc2)cc1,0,-8
CC(=O)Nc1ccc(S(=O)(=O)N2CCN(Cc3nc4sc(C)c(C)c4c(=O)[nH]3)CC2)cc1,-16,12
COC(=O)c1ccc(-c2ccc(C(c3c(C)[nH][nH]c3=O)c3c(C)[nH][nH]c3=O)o2)cc1,11,11
N#Cc1c2n(c3c(=O)n(Cc4ccc(Cl)cc4)cnc13)CCCCC2,-13,-21
NC(=O)CC(NC(=O)Cc1ccc(Cl)cc1)c1ccc(NCCc2ccccc2F)c([N+](=O)[O-])c1 (stereo unspecified),35,-12
Cc1ccc(NC(=O)C(c2ccccc2)N(C)C)cc1Cl (stereo unspecified),6,1
O=C(COC(=O)c1cccs1)NCCN1C(=O)CSC1=O,3,-10

# Brought forward from above: 5 compounds, followed by the next part.
SMILES,TAG inh,TAG inh DAPI viability
COC(=O)c1ccc(-c2ccc(C(c3c(C)[nH][nH]c3=O)c3c(C)[nH][nH]c3=O)o2)cc1,11,11
N#Cc1c2n(c3c(=O)n(Cc4ccc(Cl)cc4)cnc13)CCCCC2,-13,-21
NC(=O)CC(NC(=O)Cc1ccc(Cl)cc1)c1ccc(NCCc2ccccc2F)c([N+](=O)[O-])c1 (stereo unspecified),35,-12
Cc1ccc(NC(=O)C(c2ccccc2)N(C)C)cc1Cl (stereo unspecified),6,1
O=C(COC(=O)c1cccs1)NCCN1C(=O)CSC1=O,3,-10
CC(=O)N1CCN(c2ccc(NC(=O)c3ccc(OCc4ccccc4)cc3)cc2)CC1,-6,5
COc1ccc(NC(=O)c2sc(=O)n(Cc3ccc(SC)cc3)c2C)cc1OC,-10,5
CCc1ccccc1NC1=NCC(=O)N1Cc1ccccc1,-10,3
CC1=C(C(=O)Nc2ccccc2C)C(c2cccs2)NC(=S)N1 (stereo unspecified),10,-3
CCC(C(=O)OC)n1cnc2c(nnn2-c2cccc(Cl)c2)c1=O (stereo unspecified),1,-8
O=C(CNc1ccc(F)cc1F)NC(=O)NCc1ccco1,-1,2
Cc1cc(NC(=O)CSc2nnc(-c3c[nH]c4ccccc34)n2-c2ccc(F)cc2)no1,8,4
COC(=O)c1ccc(CN(c2ccc(OC)cc2)S(=O)(=O)c2ccccc2)cc1,-10,-3
CCc1cccc(NC(=S)N2CCC(c3ccccc3)C2)c1 (stereo unspecified),-11,1
Cc1cccc(C(=O)O)c1NC(=O)c1ccc(F)cc1,3,-5
Cc1cc(C(=O)Nc2ccncc2)c(C)o1,8,11
NCC(=O)NCC(=O)NC1(C(=O)O)CCCC1,34,-14
Cc1ccc(OCC(=O)Nc2cccc3nsnc23)c(C)c1,-10,21
O=C(Nc1ccc(F)cc1)N1CCN(C/C=C/c2ccccc2)CC1,-2,2
O=C(Cc1csc(N2CCOCC2)n1)N/N=C/c1ccccc1C(=O)O,5,4
CC(C)(C)OC(=O)CNC(=O)c1[nH]cnc1C(=O)NCC(=O)OCc1ccccc1,1,10
C[C@]12c3[nH]c4cc(-c5ccco5)ccc4c3CCN1C(=O)[C@@H](CC(=O)NCC13CC4CC(CC(C4)C1)C3)C[C@@H]2C(=O)N1CCCCC1,40,14
CC(C)(Oc1ccc(Cl)cc1)C(=O)NCc1n[nH]c(=O)c2ccccc12,3,-7
CC1CN(c2cc(-c3ccccc3)c3ccccc3n2)CC(C)O1 (stereo unspecified),1,-4
O=C(CS(=O)(=O)c1ccc(F)cc1)Nc1nnc(-c2cccs2)o1,6,8
CCSc1nc(C)nc2sc(C)c(C)c12,-15,2
CCCCNC(=O)CCC(=O)Nc1ccc2nc(N3CCCCC3)cc(C)c2c1,11,6
CCC1=C(OC(=O)N(CC)CC)N2C(=O)OC(=NCCc3c[nH]c4ccccc34)[C@]2(C)[C@H]2C1=CC[C@H]1C(=O)N(C)C(=O)[C@H]12,9,-8
C[C@@H]1O[C@@H](O[C@H]2[C@H](O[C@H]3C[C@]4(C)C(C[C@@H](O)C5C([C@]6(C)CC[C@@H](C(C)(C)O)O6)CC[C@]54C)[C@@]4(C)CC[C@H](O)C(C)(C)C34)O[C@H](CO)[C@@H](O)[C@@H]2O)[C@H](O)[C@H](O)[C@H]1O (stereo partly specified),-4,1
CC(C)c1ccc2c(c1)CC[C@H]1[C@](C)(CN)CCC[C@]21C,122&6,-67&2
Cc1ccc2cc(CCNS(=O)(=O)c3ccc(F)cc3)c(=O)[nH]c2c1,-1,-5

# Arranged by formula weight (rising): part of the list above.
SMILES,TAG inh,TAG inh DAPI viability
CC(C)c1ccc2c(c1)CC[C@H]1[C@](C)(CN)CCC[C@]21C,122&6,-67&2
CC1CN(c2cc(-c3ccccc3)c3ccccc3n2)CC(C)O1 (stereo unspecified),1,-4
Cc1ccc2cc(CCNS(=O)(=O)c3ccc(F)cc3)c(=O)[nH]c2c1,-1,-5
CCCCNC(=O)CCC(=O)Nc1ccc2nc(N3CCCCC3)cc(C)c2c1,11,6
CCC1=C(OC(=O)N(CC)CC)N2C(=O)OC(=NCCc3c[nH]c4ccccc34)[C@]2(C)[C@H]2C1=CC[C@H]1C(=O)N(C)C(=O)[C@H]12,9,-8

# High-throughput results: PubChem, Sanford-Burnham Center for Chemical Genomics

# These rows are one share of the data; count on the stated rates, not on these rows.
